# Source: PubChem
# AddAB inh = less growth of phage-infected E. coli with AddAB | E. coli expressing H. pylori AddAB, absorbance growth | inhibition, % at 11.9 µM | 0.29% of 330,000 active | AID 435030; in the data active = inhibition above about 12%;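 also: 0% = vehicle wells of infected cells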
# HTR5A inv ag = HTR5A inverse agonism, opioid heterodimer counter-screen | 0.083% of 340,000 active | HTR5A cell line, luminescence | inhibition, % at 9.3 µM | P47898; in the data active = inhibition mostly above about 23%, no sharp cut-off; inactive = mostly below about 18%;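 also: 0% = cells with DMSO and 100% = no-cell wells with DMSO; some compounds called inactive have numbers as strong as hits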
# SUMO Mot1 rescue = SUMOylation pathway inhibition by Mot1-301 growth rescue; S. cerevisiae Mot1-301 growth rescue, ATP luminescence, 38.5C; percent above DMSO median, 100 means doubled; growth rescue, % at 18.8 µM; 1% of 320,000 active; AID 2716;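 active = every valid replicate shows activation above 250% relative to neutral control wells; inactive = the rest, any valid replicate at or below 250%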;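 also: OY570 slx delta 5 strain wells were the positive control but not used for scaling; some compounds called inactive have numbers as strong as hits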
# DAGLB inh = blocks human DAGLB lipase activity. inhibition, % at 5.17 µM. Q8NCG7. HEK293T DAGLB membrane lysate, EnzChek fluorogenic substrate. 0.059% of 340,000 active; in the data active = inhibition above about 34%;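 also: 0% = enzyme with vehicle and 100% = wells lacking enzyme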
# Target sequence (Q8NCG7 whole entry, looked up): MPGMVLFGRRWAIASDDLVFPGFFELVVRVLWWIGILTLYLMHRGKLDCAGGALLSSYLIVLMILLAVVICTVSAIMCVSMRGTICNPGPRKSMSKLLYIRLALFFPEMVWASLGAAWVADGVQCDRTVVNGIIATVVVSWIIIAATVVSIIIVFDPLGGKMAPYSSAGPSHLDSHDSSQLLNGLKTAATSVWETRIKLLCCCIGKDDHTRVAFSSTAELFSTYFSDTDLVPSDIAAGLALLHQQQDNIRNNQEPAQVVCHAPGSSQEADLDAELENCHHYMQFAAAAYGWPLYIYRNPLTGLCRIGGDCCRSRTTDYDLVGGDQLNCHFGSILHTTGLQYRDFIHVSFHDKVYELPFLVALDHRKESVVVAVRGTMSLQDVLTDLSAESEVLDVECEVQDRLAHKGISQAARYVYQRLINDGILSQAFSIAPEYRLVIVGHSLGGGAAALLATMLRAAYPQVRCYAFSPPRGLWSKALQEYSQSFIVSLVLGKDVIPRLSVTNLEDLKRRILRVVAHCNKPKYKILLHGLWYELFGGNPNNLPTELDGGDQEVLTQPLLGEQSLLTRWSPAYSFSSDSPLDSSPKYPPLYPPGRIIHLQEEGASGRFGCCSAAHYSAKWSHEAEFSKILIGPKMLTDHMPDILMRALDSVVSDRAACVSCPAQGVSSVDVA
# Ecoli viability = reduces bacterial viability in AddAB counter-screen; 0.27% of 330,000 active; AID 449728; inhibition, % at 11.9 µM; E. coli V3065 growth, OD600 absorbance, 18 h;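 active = inhibition above the campaign's mean inhibition across all tested compounds plus 3 SD, cut at about 9.9% in these data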;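 also: uninfected addAB+ strain grown without phage in ampicillin broth; 0% = DMSO wells and 100% = ciprofloxacin 0.95 µg/ml wells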
# HTR5A ag ctr = counter-screen for OPRM1-OPRD1 agonists: human HTR5A agonism | P47898 | HTR5A agonist assay, luminescence, cell-based | activation, % at 9.3 µM | 0.61% of 340,000 active; in the data active = activation mostly above about 9.5%, no sharp cut-off; inactive = mostly below about 7.6%;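 also: 0% = cells with vehicle only and 100% = reference agonist; strong numbers were not always called active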
# PKA-R2B activ = PKA-R2B complex activation. 0.079% of 340,000 active. P22694+P31323. AID 504700. activation, % at 11.4 µM. PKA-R2B holoenzyme dissociation, Cy5-IP20 fluorescence polarization; R2B truncated from residue 108, S112A mutant; 0% DMSO only, 100% 113 µM cGMP;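 active = activation above a cutoff set at the mean over all compounds plus 3 SD, cut at about 18% in these data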;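 also: higher means more holoenzyme dissociation and a rise in polarization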
# Target sequence (P31323 whole entry, looked up, other chains not shown, the tested form may be a part): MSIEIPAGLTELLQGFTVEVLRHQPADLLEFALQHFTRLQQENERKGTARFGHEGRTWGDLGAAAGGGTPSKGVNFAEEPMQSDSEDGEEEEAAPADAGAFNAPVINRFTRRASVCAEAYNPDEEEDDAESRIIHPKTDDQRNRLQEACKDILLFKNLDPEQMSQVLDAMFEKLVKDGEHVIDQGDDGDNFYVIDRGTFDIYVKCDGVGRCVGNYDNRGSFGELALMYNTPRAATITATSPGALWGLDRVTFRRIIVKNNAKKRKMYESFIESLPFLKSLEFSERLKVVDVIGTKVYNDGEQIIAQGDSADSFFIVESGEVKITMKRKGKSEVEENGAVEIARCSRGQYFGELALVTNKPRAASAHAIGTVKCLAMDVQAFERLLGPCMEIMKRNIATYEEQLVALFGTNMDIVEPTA
# Tat export inh = E. coli Tat transport inhibition | E. coli MC4100 TorA-mCherry Tat export, fluorescence | inhibition, % at 10 µM | 0.036% of 340,000 active | AID 488895;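 active = mean replicate inhibition at least 50% and at least half of replicates individually reaching 50%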;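 also: exported cargo escapes ClpAP degradation while cytoplasmic cargo is degraded and loses fluorescence; 0% = median of neutral control wells and 100% = median of NaSCN control wells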
# phage Ecoli inh = E. coli growth loss with phage present | growth absorbance | inhibition, % at 11.9 µM | 0.26% of 360,000 active | AID 651602; in the data active = inhibition above about 11%
# PKA-R1A act = activators of PKA-R1A complex; P00514+P68181; PKA-R1A dissociation, Cy5-IP20 fluorescence polarization; scaled: DMSO 0%, 113 µM cGMP 100%; activation, % at 11.4 µM; 0.083% of 340,000 active;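 active = percent activation above the mean of all tested compounds plus 3 SD, cut at about 19% in these data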;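 also: higher means more PKAc released from R1A so a rise in polarization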
# CDK5 p35 inh = blocks human CDK5/p35 kinase activity; 0.01% of 330,000 active; Recombinant CDK5/p35, ADP-Glo luminescence, 60 min; inhibition, % at 10 µM; Q00535+Q15078;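 active = highest replicate inhibition of at least 50% and at least 75% of replicates reaching 50%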;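 also: plate controls were DMSO neutral control for no effect and GW8510 at 10 µM for full effect; many of its hits are not listed in these tables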
# * = called active by the depositor; · = not tested or not shown.
SMILES,AddAB inh,HTR5A inv ag,SUMO Mot1 rescue,DAGLB inh,Ecoli viability,HTR5A ag ctr,PKA-R2B activ,Tat export inh,phage Ecoli inh,PKA-R1A act,CDK5 p35 inh
COC(=O)[C@@H](CC(C)C)NS(=O)(=O)N(Cc1ccccc1)[C@@H](CC(C)C)C(=O)OC,-0.9,-29,3,-10,1.2,11,-2,14,1.8,2,-0.1
Cc1ccc(C)c(NC(=O)c2nc(Cl)ccc2Cl)c1,-1.0,-14,·,-10,0.8,5,8,-1,0.4,14,-0.6
COc1ccc(C2=NO[C@@H]3C(=O)N(c4cccc(C)c4C)C(=O)[C@H]23)cc1OC,4.8,-2,63,-5,1.7,4,-2,-3,2.0,-3,-0.8
Cc1cc(/C=C(\C#N)C(=O)NCc2cccs2)c(C)n1-c1ccc([N+](=O)[O-])cc1,2.3,-34,0,2,0.5,1,-4,-10,3.6,-12,-0.8
O=C1CC(c2ccco2)CC2=C1C=Nc1ccccc1N2 (stereo unspecified),2.6,-9,-17,-1,-0.4,3,-9,-3,1.6,-13,2.1
COc1cc(/C=C2/SC(=S)N(Cc3ccccc3)C2=O)ccc1OCC(=O)O,-1.0,-2,-7,4,-3.2,0,-10,10,0.9,-5,1.8
COc1ccc(NC(=O)CSc2ccccc2)c([N+](=O)[O-])c1,1.5,10,21,-5,1.1,1,4,4,3.1,-6,-1.1
CC1CCCCC1NC(=O)COC(=O)c1c2c(nc3ccccc13)/C(=C/c1ccco1)CC2 (stereo unspecified),-0.1,-26,71,26,-3.1,10,9,2,4.5,4,-3.2
CC(C)Oc1ccc(C(=O)OC(C)C(=O)NC2CCCCC2C)cc1 (stereo unspecified),4.5,8,14,-4,-0.9,1,-5,-4,3.0,-9,0.4
CC(=O)c1cccc(NC(=S)NC(=O)CC(C)(C)C)c1,-0.2,-18,3,-3,-0.5,0,-2,4,3.1,-8,0.8
Cc1cc(N=Cc2c(O)n(-c3cccc(Cl)c3)c(=O)c3ccccc23)no1,3.7,0,13,0,-0.2,0,-9,24,0.3,-5,0.9
CC(=O)c1ccc(S(=O)(=O)NCCc2csc(-c3cccnc3)n2)cc1,1.6,-3,-6,3,2.2,2,5,9,1.3,14,0.7
COc1ccccc1NC(=O)CN1CCN(C(=O)C2CCCO2)CC1 (stereo unspecified),0.3,-5,2,2,-0.7,2,10,-7,1.9,3,-2.5
CCC1(C)Cc2c(sc3nc(SC)nc(N)c23)CO1 (stereo unspecified),-1.4,9,5,-1,-0.2,-10,-11,-5,2.1,-12,-5.0
Cc1cccc(C(=O)NCCc2nnc(SCC(=O)Nc3nc(C)cs3)n2C)c1,1.1,15,-1,0,-1.4,-6,-3,-12,3.8,-7,-0.4
CC(C)CCNC(=O)Cn1c2c(c(-c3ccccc3Cl)cc1=O)CCC2,-3.4,2,8,0,-0.3,2,-5,5,0.7,-4,0.6
CC1CN(C(=O)COC(=O)c2c(Cl)cccc2Cl)CC(C)O1 (stereo unspecified),3.5,1,1,1,-3.7,-6,-1,12,-0.5,-2,0.6
O=C(/C=C/c1cc2ccccc2o1)c1ccccc1O,3.6,1,21,-7,0.1,0,-8,-4,3.7,3,-10
COc1ccc(-n2nc(C(=O)NCC(=O)N3CCCC3)c3ccccc3c2=O)cc1Cl,0.6,-4,39,0,1.4,1,9,2,1.2,2,0.5
O=C(NCC(c1cccs1)N1CCOCC1)c1ccc(Cl)nc1 (stereo unspecified),-0.3,3,6,-1,-0.7,-4,4,-5,5.0,5,-1.4
O=C(CCS(=O)(=O)c1ccc(Cl)cc1)OCC(=O)N1CCCCC1,-1.0,-33,·,1,2.9,12,9,16,2.0,-1,0.0
COC(=O)/C=C1\SC(N2CCOCC2)=C(c2ccc(OC)cc2)C1=O,4.1,-12,-29,0,0.1,4,6,12,2.3,2,-2.6
COC(=O)c1cc(NC(=O)c2ccccc2)c(=O)oc1/C=C/Nc1ccc(Oc2ccccc2)cc1,·,-1,·,-23,·,0,4,0,3.3,-10,-0.2
O=C(COc1ccc(F)cc1Cl)Nc1cccc(S(=O)(=O)N2CCCC2)c1,2.0,7,·,-6,0.7,4,-6,-3,2.4,9,-4.6
COCCn1c(C)cc(C(=O)COC(=O)c2n[nH]c3ccccc23)c1C,2.6,-16,-21,0,4.0,5,-6,6,3.0,12,2.8
CC(=O)OC(C(=O)NC1CCCCC1)c1cccc(C)c1 (stereo unspecified),0.7,-26,-12,1,-3.6,5,-6,-2,1.8,2,-0.7
CN1C[C@@H]2[C@@H]3C(=O)N(Cc4ccccc4)C(=O)[C@@H]3[C@](Cc3ccccc3)(C1=O)N2C(=O)c1ccc(Br)cc1,·,-3,·,1,·,1,-2,1,-0.1,-13,-1.4
C=CCNC(=S)N/N=C(\C)c1cccc(NC(C)=O)c1,-1.1,-1,12,-4,-2.4,7,2,-8,3.3,1,-0.5
COc1ccccc1NC(=S)NCC1CCC(CNC(=S)Nc2ccccc2OC)CC1 (stereo unspecified),4.7,7,-12,4,-2.6,8,0,0,1.0,1,-0.8
CC(=Nc1cccc(C)c1)c1sc2ccccc2c1O,0.9,4,9,-12,-0.7,-1,-14,-2,2.6,-18,-0.5
Cc1ccc2nc(SCC(=O)Nc3cc(C(C)(C)C)nn3-c3ccccc3)[nH]c2c1,0.9,2,3,-2,1.8,1,-10,2,3.3,-1,0.6
O=C(O)c1ccn(Cn2cnc3ccccc32)n1,1.1,-4,-11,-4,-0.8,2,-3,-10,2.5,-10,-1.5
CCC(=O)N(Cc1cc(=O)[nH]c2ccccc12)c1ccccc1C,0.7,-9,5,1,0.1,3,-6,-13,3.5,-13,0.6
CCCN(Cc1nnc(-c2ccccc2Cl)o1)C(=O)c1cccc(S(=O)(=O)N2CCOCC2)c1,0.9,12,1,-2,1.9,-5,0,-4,2.4,-10,0.7
CC(=O)N/N=C(\C)c1cccc(C(F)(F)F)c1,0.5,-5,15,-1,0.6,2,-2,0,2.3,-13,-0.2
CCOC(=O)NC1=NCC(C)(C)S1,·,10,·,-3,·,-3,-7,-7,2.2,5,-1.5
COc1cccc(COC(=O)Nc2ccccc2F)c1,3.3,3,-13,-3,-0.4,-1,6,5,1.7,0,-1.2
CCOCCOC(=O)C1=C(C)NC(=O)NC1c1cc2c(cc1Br)OCO2 (stereo unspecified),2.2,11,-9,-1,1.4,-3,-9,2,-1.4,2,0.4
COc1cccc(CNS(=O)(=O)c2c(C(=O)N3CCCCC3)c(C)n(C)c2C)c1,2.9,-1,308,0,0.2,1,0,-7,2.3,-4,-0.3
O=c1ccc(Cl)nn1-c1ccccc1,2.3,1,28,-1,-2.1,-2,2,-9,3.0,-2,-0.1
CCN1CCN(C(=O)C2CCCN(S(=O)(=O)c3cccc4nsnc34)C2)CC1 (stereo unspecified),2.7,-7,-18,-1,0.2,2,8,-1,2.2,-2,1.0
CN(C)CCn1c(N)nc2ccccc21,0.6,·,19,1,0.0,·,-11,3,1.5,-5,3.8
Cc1c(Cc2ccccc2)c(=O)[nH]c(=O)n1C,·,-1,·,1,·,0,-3,0,3.9,2,-0.2
COc1ccc(C(C)NC(=O)CC23CC4CC(CC(C4)C2)C3)cc1 (stereo unspecified),-0.1,-12,3,-6,0.3,8,-7,2,0.6,-11,-0.1
Cc1occc1-c1nnc(SCC(=O)c2c[nH]c3ccccc23)n1C,-1.3,-22,75,-3,-1.2,0,1,-1,2.1,8,0.9
COc1cccc(NC(=O)CSc2nnc(Cc3cccs3)n2-c2ccc(C)cc2)c1,0.9,-4,-3,-5,0.6,4,-11,15,2.1,-6,0.8
Clc1ccc(CNc2ncnc3[nH]ncc23)c(Cl)c1,·,-7,·,0,·,2,-5,-6,4.1,5,0.4
COc1ccc(/C=N/NC(=O)c2ccc(NC(=O)c3cccc([N+](=O)[O-])c3)cc2)c(OC)c1,3.2,6,23,1,4.7,-2,2,-1,5.4,-13,-0.6
CCC(O)C1CCN(C(=O)c2cc(COc3ccc(F)cc3F)on2)CC1 (stereo unspecified),1.2,1,·,-1,-4.8,0,10,-3,3.6,0,0.6
O=C(Nc1ccc(S(=O)(=O)NC2CCCCC2)cc1)c1ccco1,1.4,8,10,-1,0.2,-1,-7,32,1.6,-1,9.2
O=C(Nc1ccc(CN2CCOCC2)cc1)c1ccccc1F,1.9,0,50,1,0.2,-4,8,-4,2.5,1,0.5
COc1ccccc1NC(=O)CSc1nnnn1-c1ccc(C)cc1,1.3,-6,182,-9,-0.9,-2,0,0,3.1,-4,0.2
O=C(CSc1ncnc2scc(-c3ccccc3)c12)Nc1ccc(C(=O)O)cc1,0.2,-3,-29,2,0.9,4,-4,-1,1.9,-7,-0.6
O=C1C2C3C=CC(C3)C2C(=O)N1c1n[nH]c(-c2cccnc2)n1 (stereo unspecified),1.5,2,-5,-2,-1.4,0,-12,6,2.2,6,-2.3
COc1ccc(-c2nc3n(n2)C(=O)CC(c2ccco2)S3)cc1 (stereo unspecified),0.9,2,15,2,-1.0,-1,-12,-3,·,-10,-0.6
CC(=O)NS(=O)(=O)c1cccnc1Nc1ccc(Cl)cc1,2.9,-6,-12,-6,-2.5,11,-1,9,2.9,8,-0.1
C[C@@]1([C@@H](NC(=O)c2cccs2)c2ccc(-c3ccccc3)cc2)C[C@H]1C1CCCCC1,2.4,-16,93,-4,1.0,0,-3,4,3.0,-1,0.2
O=c1ccc(Oc2nc(N3CCCCC3)nc(N3CCCCC3)n2)n[nH]1,2.6,-11,85,-1,-0.8,4,-1,7,2.2,-1,-2.4
COc1ccc(C(=O)O/N=C2\C(=O)N(C)c3ccccc32)cc1,-0.6,8,-48,-1,-0.4,7,-3,-2,-0.7,2,-0.6
O=C(O)CCC(=O)Nc1ccc(N2CCOCC2)cc1,1.6,13,0,-1,-0.6,-1,0,3,1.8,-10,-1.7
# More results.
SMILES,AddAB inh,HTR5A inv ag,SUMO Mot1 rescue,DAGLB inh,Ecoli viability,HTR5A ag ctr,PKA-R2B activ,Tat export inh,phage Ecoli inh,PKA-R1A act,CDK5 p35 inh
COc1cc(/C=N/n2nnnc2N)cc(OC)c1OC,-0.8,-18,-7,0,-0.6,-3,0,-7,2.1,-6,2.1
CCN(CC(=O)NC1CCS(=O)(=O)C1)C(=O)/C=C/c1cccs1 (stereo unspecified),-0.6,-24,-11,0,-0.3,3,-10,-1,2.5,-1,-0.6
CCc1ccc(-c2cc3c(=O)n(CC(=O)N4CCCCCC4)nc(C)n3n2)cc1,2.4,-6,-15,-6,-2.8,-3,3,3,-0.5,-3,-1.3
Cc1cc(C=O)c(C)c2c1[nH]c1ccccc12,·,-2,·,-1,·,1,-6,1,-1.1,4,3.2
C=CC[n+]1c(C)csc1Nc1ccc(C(=O)O)cc1,4.5,-11,43,2,-0.8,4,-2,3,3.3,-3,-2.4
Cc1ccc(CNC(=O)c2cc(-c3ccccc3)nn2CC2CC(c3cccnc3)=NO2)cc1 (stereo unspecified),3.9,-17,8,-4,0.5,2,7,5,1.2,3,-1.2
Cc1ccc2c(c1)[C@@H](O)C[C@@H](C)N2N=O,3.2,12,-1,1,0.5,-1,3,-12,3.9,0,0.1

# No enrichment for hits; any-hit rate near 2.3%.
